POLB inh: blocks human DNA polymerase beta activity | Potency, µM (series often up to 114 µM), for the others: at the highest dose activity change, negative = inhibition, hits mostly inhibitors | P06746 | Pol beta primer extension/strand displacement, fluorescence kinetic | actives 1.3% (n = 340,000); further: potency means the concentration at half of the fitted maximal effect; on the % scale 0 is the no-effect control and ±100 the full control effect
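10 nM enzyme + cpd, 15 min RT; start with substrate 50 nM final; read 0 min and after 10 min RT. Corrected, normalized data; 4-parameter Hill curve fit.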
Pol kappa inh: blocks human DNA polymerase kappa activity; Q9UBT6; purified Pol kappa, fluorescent DNA synthesis assay, 10 min; Potency, µM (highest dose often 107 µM), inactives show at the highest dose activity, negative = inhibition, usual class: inhibitors; actives 0.53% (n = 400,000); AID 588579; further: potency means the concentration at half of the fitted maximal effect; on the % scale 0 is the no-effect control and ±100 the full control effect
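Activity was followed as the change in fluorescence between reads at 0 and 10 min after starting the reaction with 50 nM substrate. Beforehand, 10 nM polymerase had been preincubated with compound for 15 min at room temperature.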
BLM inh: inhibitors of human Bloom syndrome helicase BLM. P54132. recombinant BLM DNA unwinding, fluorescence dequenching. Potency, µM (highest dose often 56.1 µM), without a hit: at the highest dose activity change, negative = inhibition, actives largely listed as inhibitors. actives 0.2% (n = 350,000);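 further: potency means the concentration at half of the fitted maximal effect; plate controls were vehicle for no effect and no enzyme for full effect; nearly all actives have a fitted effect of over 35% in size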
Target sequence (P54132 whole entry, looked up): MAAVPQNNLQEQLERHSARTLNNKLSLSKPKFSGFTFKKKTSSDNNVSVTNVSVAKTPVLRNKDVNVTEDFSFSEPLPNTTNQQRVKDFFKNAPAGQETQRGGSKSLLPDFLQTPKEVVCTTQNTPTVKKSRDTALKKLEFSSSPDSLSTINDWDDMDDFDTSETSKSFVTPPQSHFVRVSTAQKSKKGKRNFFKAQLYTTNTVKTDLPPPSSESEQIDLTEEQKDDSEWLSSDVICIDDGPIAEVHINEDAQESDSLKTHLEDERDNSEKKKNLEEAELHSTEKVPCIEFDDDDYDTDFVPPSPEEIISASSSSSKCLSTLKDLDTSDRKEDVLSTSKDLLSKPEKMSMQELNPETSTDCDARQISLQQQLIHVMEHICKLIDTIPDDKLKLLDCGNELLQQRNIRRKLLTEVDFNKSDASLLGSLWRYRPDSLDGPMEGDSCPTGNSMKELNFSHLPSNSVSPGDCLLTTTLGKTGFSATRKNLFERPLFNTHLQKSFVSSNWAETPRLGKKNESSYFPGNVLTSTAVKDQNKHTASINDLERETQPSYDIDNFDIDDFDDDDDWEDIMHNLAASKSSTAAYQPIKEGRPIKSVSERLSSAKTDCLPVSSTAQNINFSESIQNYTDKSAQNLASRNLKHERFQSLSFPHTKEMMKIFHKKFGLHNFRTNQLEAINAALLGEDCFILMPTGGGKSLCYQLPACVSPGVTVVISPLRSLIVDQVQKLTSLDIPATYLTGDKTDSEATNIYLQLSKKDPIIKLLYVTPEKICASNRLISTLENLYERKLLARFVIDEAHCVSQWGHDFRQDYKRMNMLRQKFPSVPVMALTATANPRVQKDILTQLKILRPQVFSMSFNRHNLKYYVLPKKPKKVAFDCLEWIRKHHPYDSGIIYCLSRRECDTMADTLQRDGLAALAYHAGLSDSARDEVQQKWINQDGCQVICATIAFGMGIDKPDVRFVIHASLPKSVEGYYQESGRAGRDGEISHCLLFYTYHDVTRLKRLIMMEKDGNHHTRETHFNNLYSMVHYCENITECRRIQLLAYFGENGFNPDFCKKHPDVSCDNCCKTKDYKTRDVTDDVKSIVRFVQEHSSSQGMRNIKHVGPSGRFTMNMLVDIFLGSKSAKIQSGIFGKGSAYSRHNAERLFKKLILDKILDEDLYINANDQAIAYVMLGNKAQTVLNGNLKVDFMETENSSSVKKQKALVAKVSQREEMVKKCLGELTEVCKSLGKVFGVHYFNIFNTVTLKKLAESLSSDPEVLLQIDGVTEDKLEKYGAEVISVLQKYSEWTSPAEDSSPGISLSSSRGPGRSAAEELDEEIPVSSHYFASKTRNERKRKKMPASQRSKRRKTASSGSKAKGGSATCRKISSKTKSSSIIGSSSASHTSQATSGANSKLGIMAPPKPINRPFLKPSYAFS
ERG Ets-DNA blk: blocks human ERG Ets domain binding to DNA | AID 624246 | actives 0.028% (n = 370,000) | Potency, µM (doses to about 76.9 µM), for the others: at the top dose FP activity, negative = inhibition, actives largely listed as inhibitors | fluorescence polarization, His-ERG Ets domain / labelled DNA; active means well fitted inhibition curve with a large enough effect in the polarisation, with a control signal flat; inconclusive means small, poorly fitted or top-dose-only effect, or effect the other way, or a change in a side signal; inactive means no such curve, though single readings can be large or run the other way; the % refers to the polarisation;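 further: polarization taken with two DNA probes labelled with fluorescein and Texas red; potency means the concentration at half of the fitted maximal effect; % of control where 0% means no effect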
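His-tagged ERG Ets domain (1 uM in the protein solution; 300mM KCl, 50mM Tris-HCl, 1mM EDTA, 1mM DTT, pH 7.5) received compound, then a probe mix of 5 nM fluorescein-DNA and 100nM Texas-615-DNA. Fluorescence polarization was read for both dyes.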
TRHR agonist: TRH receptor (human) agonism; P34981; actives 0.18% (n = 360,000); activation, % at 2 µM; TRHR cells, calcium flux fluo-8, FDSS agonist mode; in the data active means activation above about 30%; further: 0% is about no effect
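Agonist-mode FDSS calcium read (Ex 480/Em 530, 1 s cycles) in 1536-well TRHR cells with fluo-8 dye, after 10-cycle baseline and 23 nL compound addition; TRH at EC20 (10 nM final) added afterwards for the enhancer phase.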
12-LOX inh: blocks human arachidonate 12S-lipoxygenase. purified 12hLO, xylenol orange hydroperoxide absorbance. actives 1.1% (n = 580,000). P18054. AID 1671190. Potency, µM (highest dose often 108 µM), for the others: at the top dose activity change, negative = inhibition, hits mostly inhibitors; further: potency means the concentration at half of the fitted maximal effect; on the % scale 0 is the no-effect control and ±100 the full control effect
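Hydroperoxide product was detected by ferrous iron/xylenol orange as the 573 to 405 nm absorbance ratio. Arachidonic acid at 40 uM (final) was turned over for 30 min at room temperature by 150 nM human 12hLO, pH 7.0 Hepes buffer, after 15 min compound preincubation.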
APE1 inh: blocks human APE1 abasic DNA cleavage; P27695; recombinant APE1, TAMRA/BHQ-2 abasic DNA cleavage fluorescence; Potency, µM (highest dose often 65.8 µM), inactives show at the top dose activity change, negative = inhibition, hits mostly inhibitors; actives 0.35% (n = 350,000); AID 2517;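 further: potency means the concentration at half of the fitted maximal effect; plate controls were vehicle for no effect and reference inhibitor for full effect; nearly all actives have a fitted effect of over 55% in size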
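0.75 nM APE1 + cpd, 15 min RT; start w/ 50 nM TAMRA/BHQ-2 THF-abasic dsDNA; kinetic fluor 525/598 nm ×3 reads @60 s; Δ(read3−read1); normalized to DMSO and NSC13755 control wells.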
POLI inh: DNA polymerase iota (human) inhibition. Pol iota fluorescent replication assay, 10 min. Q9UNA4. Potency, µM (titrated, usually from 115 µM), inactives show top-dose activity, negative = inhibition, usual class: inhibitors. actives 1% (n = 390,000); further: potency means the concentration at half of the fitted maximal effect
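Fluorescent replication assay read twice, at 0 min and 10 min after adding 50 nM (final) substrate. Enzyme (10 nM) and compounds were first incubated 15 min at room temperature; enzyme-free buffer wells were negative controls.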
Apoferritin bind: binds horse apoferritin like a general anesthetic; P02791; actives 0.074% (n = 350,000); AID 485281; apoferritin/1-aminoanthracene competitive binding, fluorescence; Potency, µM (highest dose often 77.5 µM), inactives show at the highest dose activity change, negative = displacement, hits mostly inhibitors; further: potency means the concentration at half of the fitted maximal effect; on the % scale 0 is the no-effect control and ±100 the full control effect; nearly all actives have a fitted effect of over 20% in size
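In PBS, apoferritin at 10 uM is loaded with 1-AMA from a 50% saturated solution. After 10 min of compound exposure at ambient temperature, reduced 535 nm fluorescence indicates probe displacement.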
* marks the source's active call; other numbers are inactive results; ? = inconclusive; . = not tested or not shown; & = joins results of further samples; [ ] = dose if it differs, or a comment. Unless noted, the call rests on the fitted dose curve; in most records, active means well fitted curve in the direction sought with a large enough effect; inconclusive means small, poorly fitted or top-dose-only effect, or another doubt; inactive means no such curve, though single readings can be large; an effect the other way counts as inactive or inconclusive.

item | structure | POLB inh | BLM inh | POLI inh | Apoferritin bind | 12-LOX inh | APE1 inh | Pol kappa inh | TRHR agonist | ERG Ets-DNA blk
1 | CCC(C)c1ccc(S(=O)(=O)N2CCN(S(=O)(=O)c3ccc(NC(C)=O)cc3)CC2)cc1 (centres undefined) | -17% | -2% | 66%[activator] | -3% | -14% | 16% | -2% | 0.3 | -11%
2 | O=C(Cc1ccccc1[N+](=O)[O-])N1CCN(c2ccc(F)cc2)CC1 | -2% | -5% | 14% | 7% | ? | -1% | -15% | 0.9 | -14%
3 | O=C(c1ccc(COc2ccccc2Cl)o1)N1CCCC1 | 16% | -1% | -10% | -13% | 0% | 4% | -10% | -0.4 | -1%
4 | CC(C)Nc1oc(Cc2cccc3ccccc23)nc1C#N | -13% | -7% | 6% | ? | 6% | -3% | -6% | -0.1 | 8%
5 | COc1ccc(CCNC(=O)CSc2nnc(NC(C)=O)s2)cc1OC | 3% | 4% | 17% | 4% | 8% | -2% | -11% | 0.5 | -2%
6 | CN(C)C1=NC[C@H](Cc2ccccc2)N1CC1CCCCC1 | . | . | 5% | . | 0% | 0% | -11% | 1.0 | -2%
7 | COC(=O)c1cc(S(=O)(=O)N2CCC(c3ccccc3)C2)c[nH]1 (centres undefined) | 32% | -2% | 11% | -14% | 12% | -12% | -3% | -0.4 | 0%
8 | CCC(OC(=O)CCc1nc2ccccc2[nH]c1=O)C(=O)c1ccccc1 (centres undefined) | 8% | -7% | 14% | ? | -1% | 9% | -9% | 1.4 | -3%
9 | C/C=C\C=C/C(=O)Nc1cccc(C2=NOC3(C2)C[C@H](C(N)=O)N(C(=O)CC)C3)c1 (some centres undefined) | -2% | -3% | ? | -13% | -8% | 4% | -4% | 0.3 | -12%
10 | O=C(Cc1c(O)c2ccccc2oc1=O)c1ccc(F)cc1 | . | . | -11% | . | ? | -15% | -9% | 0.1 | .

2 of the compounds above, with values under each structure.
The line under a structure holds: POLB inh, BLM inh, POLI inh, Apoferritin bind, 12-LOX inh, APE1 inh, Pol kappa inh, TRHR agonist, ERG Ets-DNA blk
7. COC(=O)c1cc(S(=O)(=O)N2CCC(c3ccccc3)C2)c[nH]1 (centres undefined)
 : 32%, -2%, 11%, -14%, 12%, -12%, -3%, -0.4, 0%
8. CCC(OC(=O)CCc1nc2ccccc2[nH]c1=O)C(=O)c1ccccc1 (centres undefined)
 : 8%, -7%, 14%, ?, -1%, 9%, -9%, 1.4, -3%

Continuation.
item | structure | POLB inh | BLM inh | POLI inh | Apoferritin bind | 12-LOX inh | APE1 inh | Pol kappa inh | TRHR agonist | ERG Ets-DNA blk
11 | COc1cc(NC(=O)c2ccc(C)cc2)c(OC)cc1NC(=O)CN1CCOCC1 | 14% | 1% | 21% | -9% | 0% | 0% | -4% | -0.4 | -5%
12 | CCOc1ccc(CNCCc2ccc(S(N)(=O)=O)cc2)cc1 | 0% | 1% | -36% | -2% | -7% | 17% | -3% | 0.9 | 9%
13 | CCOC(=O)N1CCN(C(=O)Cn2cc3c(n2)CCCC3)CC1 | -26% | 0% | 7% | -5% | 0% | 1% | -6% | 0.1 | 3%
14 | COC(=O)c1cc(C)sc1NC(=O)CCCC(=O)O | 2% | -2% | 15% | -5% | -38% | 1% | -5% | 0.3 | 0%
15 | Cc1ccc(NC(=O)CSc2nc3ccccc3nc2Cc2ccccc2)c(Cl)c1 | 1% | -4% | -14% | 54%[activator] | 0% | . | -9%[60.1 µM] | 0.4 | 0%
16 | CCOC(=O)CSc1nc(C)c(C(C)=O)cc1C(N)=O | 45% | 0% | 84%[activator] | -1% | -11% | 17% | -12% | 0.4 | -2%
17 | O=C(c1ccccc1)c1cccn1CC(=O)N1CCN(c2ccc(F)cc2)CC1 | 1% | -4% | -3% | ? | 439%[activator] | -5% | -16% | 1.3 | -9%
18 | Cc1nc(-c2ccc(S(=O)(=O)NCC3CCN(C(=O)OC(C)(C)C)CC3)s2)cs1 | 0% | -13% | ? | -6% | ? | ? | -2% | 0.4 | -3%
19 | Cc1cc(C)c(-c2csc(NC(=O)/C=C/c3cccs3)n2)c(C)c1 | 10% | -11% | -2% | 8% | -14% | -2% | -3% | 1.0 | -1%
20 | Cc1cc(NC(=O)Cn2nnc3sc4c(c3c2=O)CCCC4)no1 | 13% | -3% | -5%[58.9 µM] | ? | 4% | -7% | -9% | -0.3 | -5%

Entries by screen from the entries so far:
12-LOX inh, compounds 14–20 → -38%, 0%, -11%, 439%[activator], ?, -14%, 4%
POLI inh, compounds 14–20 → 15%, -14%, 84%[activator], -3%, ?, -2%, -5%[58.9 µM]
APE1 inh, compounds 14–20 → 1%, ., 17%, -5%, ?, -2%, -7%

(list continues)
item | structure | POLB inh | BLM inh | POLI inh | Apoferritin bind | 12-LOX inh | APE1 inh | Pol kappa inh | TRHR agonist | ERG Ets-DNA blk
21 | Cc1cc(NC(=O)Nc2ccc(F)cc2)no1 | 7% | 1% | 9% | -5% | 0% | -1% | 6% | -0.5 | 9%
22 | O=C(NNC(=O)c1ccccc1O)c1ccc(S(=O)(=O)Nc2ccccc2F)cc1 | . | . | 1% | . | ? | -6% | -1% | 0.4 | 1%
23 | COc1ccc(-c2nnn(Cc3ccccc3)n2)cc1 | -18% | -4% | 80%[activator] | -7% | -38% | -14% | -2% | 0.3 | -1%
24 | CC(=O)Nc1ccc(NC(=O)CSc2nc3ccccc3o2)cc1 | -3% | 2% | 16% | -7% | -16% | 6% | -5% | 0.0 | -10%
25 | COc1ccc([C@H]2CC(=O)C=C(c3cc(C(F)(F)F)cc(C(F)(F)F)c3)C2)cc1 | . | . | 22% | . | -5% | 7% | 7% | 0.2 | -13%
26 | O=C(Nc1ccc2oc(-c3ccccc3Cl)nc2c1)c1ncn[nH]1 | ? | -5% | ? | -2% | ? | 7% | -10% | 0.3 | .
27 | CCCCc1ccc(NC(=O)N2CCN(c3cc(C)nc4ccccc34)CC2)c(C)c1 | 0% | -6% | -8% | 2% | . | -18% | -10% | 0.0 | -10%
28 | COc1cc(C2CC(=O)N(CC(=O)Nc3ccccc3F)c3ccccc3S2)cc(OC)c1OC (centres undefined) | 29% | -6% | 31%[activator] | -10% | ? | . | 0% | 1.2 | 1%
29 | O=C(Nc1ccc(C2CCCCC2)cc1)C1CCCN(c2ncccn2)C1 (centres undefined) | 21% | 1% | 0%[58.9 µM] | -4% | -9% | 5% | 2% | 0.2 | 12%
30 | Cc1ccc2sc(N3CCN(C(=O)CCS(=O)(=O)c4ccc(Cl)cc4)CC3)nc2c1C | 1% | 1% | -7% | -2% | -23% | . | -9%[60.1 µM] | 0.0 | 7%

Structures above that contain an NH in an aromatic ring:
item | structure | POLB inh | BLM inh | POLI inh | Apoferritin bind | 12-LOX inh | APE1 inh | Pol kappa inh | TRHR agonist | ERG Ets-DNA blk
7 | COC(=O)c1cc(S(=O)(=O)N2CCC(c3ccccc3)C2)c[nH]1 (centres undefined) | 32% | -2% | 11% | -14% | 12% | -12% | -3% | -0.4 | 0%
8 | CCC(OC(=O)CCc1nc2ccccc2[nH]c1=O)C(=O)c1ccccc1 (centres undefined) | 8% | -7% | 14% | ? | -1% | 9% | -9% | 1.4 | -3%
26 | O=C(Nc1ccc2oc(-c3ccccc3Cl)nc2c1)c1ncn[nH]1 | ? | -5% | ? | -2% | ? | 7% | -10% | 0.3 | .

More entries follow.
item | structure | POLB inh | BLM inh | POLI inh | Apoferritin bind | 12-LOX inh | APE1 inh | Pol kappa inh | TRHR agonist | ERG Ets-DNA blk
31 | CCOc1ccc(C(=O)NCCCN2CCOCC2)cc1OCC | -8% | 0% | 90%[activator] | -6% | 15% | 0% | 1% | 0.0 | -4%
32 | CSc1nc(N)n2nc(C(C)(C)C)cc2n1 | ? | -3% | 158%[activator] | 2% | -1% | 5% | -7% | -0.3 | -1%
33 | O=C(Nc1nnc(SCc2ccc(F)cc2)s1)c1ccco1 | -29% | -7% | -7% | ? | -8% | 0% | -2% | -0.3 | -4%
34 | COc1cc(OC)c(C2NC(=O)CCC2[N+](=O)[O-])cc1OC (centres undefined) | 3% | -2% | 28% | 11% | 0% | 60%[activator] | 7% | 0.2 | 4%
35 | Oc1ccc(Cl)cc1CNC1CCCCC1 | . | . | 14% | . | ? | . | -19% | . | -2%
36 | Cc1nc2ccccc2c(=O)n1NC(=O)c1cccnc1Cl | 22% | -4% | 114%[activator] | -4% | -13% | 8% | 3% | 0.0 | ?
37 | COc1ccc(CCNC(=O)c2cc(Sc3cccc(Cl)c3)nc3ccccc23)cc1OC | -3% | -7% | -26% | -14% | 0% | . | -6%[60.1 µM] | 0.1 | 8%
38 | Cn1nnnc1Sc1ncnc2scc(-c3ccc[nH]3)c12 | . | . | -9% | . | -10% | 24% | -1% | 1.7&0.1 | .
39 | CC(C)OCCCN1C(=O)c2[nH]nc(-c3ccccc3O)c2C1c1ccc(OCc2ccccc2)cc1 (centres undefined) | ? | -17% | 2% | 1% | -9% | . | -1% | 0.9 | -1%
40 | Cc1ccc(S(=O)(=O)NC2CCCCC2)cc1C(=O)N1CCC(C(N)=O)CC1 | . | . | 9% | . | 133%[activator] | 50%[activator] | -1% | -0.4 | -5%
41 | CCCCCCOC(=O)c1ccc(NC(=O)c2cc(OC)c(OC)c(OC)c2Br)cc1 | 13% | -17% | -9% | -17% | 171%[activator] | 1% | -3% | -1.0 | -3%
42 | COc1ccc(Br)cc1CNc1ccccc1 | 7% | -8% | -23% | ? | ? | 20% | -7% | -1.5 | 6%
43 | O=C(NC1CCCC1)c1ccc2c(=O)n(Cc3ccccc3)c(SCc3ccccc3)nc2c1 | 1% | -2% | 7% | -7% | -10% | . | -2%[60.1 µM] | 0.2 | 0%

Source: PubChem (National Center for Advancing Translational Sciences (NCATS))

These rows are one share of the data; count on the stated rates, not on these rows.
